HDAC3 inhib – human HDAC3 inhibition; recombinant HDAC3, fluorogenic peptide/trypsin coupled, fluorescence; inhibition, % at 8.3 µM; 320,000 tested, 0.15% active; in the data active = inhibition above about 26%, passing the limit was not always enough; inconclusive = no clear call, values can overlap the other calls
Target sequence (O15379 whole entry, looked up): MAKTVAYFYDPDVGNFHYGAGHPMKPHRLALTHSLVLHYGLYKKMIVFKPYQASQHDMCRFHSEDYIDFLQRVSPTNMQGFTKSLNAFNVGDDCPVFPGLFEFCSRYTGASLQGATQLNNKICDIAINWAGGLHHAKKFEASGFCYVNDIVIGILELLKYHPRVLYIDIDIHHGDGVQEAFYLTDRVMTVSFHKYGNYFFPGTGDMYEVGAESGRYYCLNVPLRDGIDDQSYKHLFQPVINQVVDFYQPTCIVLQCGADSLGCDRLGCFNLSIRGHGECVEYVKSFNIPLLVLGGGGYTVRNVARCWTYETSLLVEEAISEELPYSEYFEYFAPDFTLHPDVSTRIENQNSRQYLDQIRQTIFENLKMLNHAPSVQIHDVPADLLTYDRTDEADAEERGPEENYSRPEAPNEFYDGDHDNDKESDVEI
HIF act – HIF pathway transcriptional activation; U2OS HRE-luciferase reporter, luminescence; normalized: DMSO 0%, desferrioxamine 100%; activation, % at 7.5 µM (by protocol); 300,000 tested, 0.32% active; AID 1910;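 active = mean activation of at least 10% of the iron chelator positive control signal, with at least half of replicates also reaching 10%; inconclusive = mean and replicate majority disagree about reaching 10%; inactive = mean and most replicates under 10%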
AI-2 QS mod – modulates the Vibrio harveyi AI-2 quorum sensing system; 300,000 tested, 0.4% active; AID 2094; Vibrio harveyi JMH597 AI-2 luminescence/OD600 ratio, 9 h; hits give low values; strain lacks LuxN and CqsS sensors; 0 = neutral-control median; activity change, % at 7.5 µM; in the data active = activity change below about -75%, passing the limit was not always enough; inconclusive = no clear call, values can overlap the other calls;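 also: luminescence divided by OD600 gain over 9 h not by final OD600 alone; inactives centre near 13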
HSF1 inhib – HSF1 inhibition | NIH3T3-HGL HSE-luciferase, MG132-induced, luminescence 8 h; hits give low values | activity change, negative = inhibition, % at 7.5 µM (by protocol) | 300,000 tested, 0.77% active | AID 2098;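 active = more than half of replicate wells show activity change below -50%, luminescence cut by over half; inconclusive = some wells, but at most half, below -50%; inactive = no replicate well below -50%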;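 also: luciferase reports HSF-1 transcriptional activity via heat shock element; 0% = median of DMSO wells and -100% = zero luminescence signal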
HSP90 inh – HSP90 refolding inhibition in rabbit reticulocyte lysate. 290,000 tested, 0.91% active. AID 1789. luciferase refolding luminescence, 3 h. inhibition, % at 5.6 µM;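 active = inhibition above the screen-wide mean plus 3 SD, computed separately per campaign, cut at about 16% in these data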;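 also: 0% = DMSO wells and 100% = 60 µM geldanamycin wells; inhibitors lower the luminescence because luciferase stays unfolded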
aSyn UTR inh – 5' untranslated region of α-synuclein, MLPCN primary screen | alpha-synuclein 5'UTR reporter, inhibitor activity | inhibition, % (tested at 7.5 µM) | 300,000 tested, 0.82% active; in the data active = inhibition above about 60%; inconclusive = no clear call, values can overlap the other calls;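 also: H4 neuroglioblastoma cells stably carrying SNCA 5'UTR luciferase fusion; 0% = DMSO wells and 100% = positive control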
KLF5 inh – kruppel-like factor 5 inhibition. DLD-1 KLF5 promoter-luciferase reporter, luminescence. inhibition, % at 5 µM. 290,000 tested, 0.23% active;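 active = inhibition above a per-plate limit of that plate's mean compound inhibition plus 3 SD, cut at about 60% in these data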;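 also: 0% = DMSO wells and 100% = LY294002 at 200 µM; higher means less KLF5 promoter-driven luciferase light; inactives centre near -14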
IEC-6 cytotox – IEC-6 cytotoxicity, counter-screen for KLF5 inhibitors. inhibition, % at 5 µM. 290,000 tested, 0.78% active. luminescence viability. AID 1825; in the data active = inhibition above about 22%;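 also: 0% = plate median of test compound wells and 100% = cytotoxic reference compound wells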
HSF1 activator – increases HSF-1 driven luciferase reporter signal | NIH3T3-HGL HSF-1 luciferase reporter, MG132, 8 h; 100% = twice DMSO control signal | activation, % at 9 µM | 300,000 tested, 1.7% active;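 active = mean replicate activation of at least 50% with a set share of replicates each reaching 50%; inconclusive = only one of those two conditions met; inactive = mean below 50% and too few replicates reaching it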;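 also: 0% = median of the neutral control wells and 100% = twice that signal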
Platelet DG rel – platelet dense granule release activity; inhibition, %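 (compounds screened at 7.5 µM in platelet-rich plasma)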; human platelet-rich plasma, SFLLRN dense granule ATP release, luminescence; AID 1663; 300,000 tested, 0.22% active;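 active = mean replicate score, as percent of positive control, at or above 50; inconclusive = mean below 50 but at least one replicate at or above 50; inactive = mean and every replicate below 50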
The depositor's hits bear a star.

Results for Cc1cc(C)cc(OC(=O)CCN2C(=O)c3ccccc3C2=O)c1 ?
HDAC3 inhib: 7; HIF act: -0.1; AI-2 QS mod: 6; HSF1 inhib: -5; HSP90 inh: 0; aSyn UTR inh: -17; KLF5 inh: -33; IEC-6 cytotox: -6; HSF1 activator: -6; Platelet DG rel: -9

Results for COc1ccc(OCCC(=O)c2ccc(OC)cc2)cc1 ?
HDAC3 inhib: -2; HIF act: -0.6; AI-2 QS mod: 30; HSF1 inhib: 0; HSP90 inh: 0; aSyn UTR inh: 4; KLF5 inh: 14; IEC-6 cytotox: 4; HSF1 activator: 5; Platelet DG rel: 12

Results for COc1ccc(N2CCN(C(=O)Cn3ncc4c([nH]c5ccccc54)c3=O)CC2)cc1 ?
HDAC3 inhib: 2; AI-2 QS mod: 0; HSF1 inhib: -3; HSP90 inh: 8; aSyn UTR inh: -3; KLF5 inh: 0; IEC-6 cytotox: -1; HSF1 activator: -5; Platelet DG rel: -1

What do the screens show for `c1ccc(-c2cn3nc(-c4ccccc4)sc3n2)cc1`?
HDAC3 inhib: -7; HIF act: -1.5; AI-2 QS mod: -1; HSF1 inhib: -56*; aSyn UTR inh: 101*; HSF1 activator: -61; Platelet DG rel: 34

How did Cc1ccccc1OCC(=O)Nc1ccccc1N1CCOCC1 do in these assays?
HDAC3 inhib: -4; HIF act: -0.4; AI-2 QS mod: 21; HSF1 inhib: -6; HSP90 inh: -2; aSyn UTR inh: 25; KLF5 inh: -18; IEC-6 cytotox: 0; HSF1 activator: -4; Platelet DG rel: -11

Results for COc1ccc(-c2cc(C(=O)Nc3cc(C)nn3-c3ccccc3)no2)cc1 ?
HDAC3 inhib: -4; HIF act: 2.1; AI-2 QS mod: 14; HSF1 inhib: -2; HSP90 inh: -5; aSyn UTR inh: -16; KLF5 inh: -17; IEC-6 cytotox: 1; HSF1 activator: 29; Platelet DG rel: 2

What do the screens show for `COc1cc(NC(=O)c2ccc(-c3ccc(Br)cc3)o2)ccc1NC(=O)C(C)C`?
HDAC3 inhib: 2; HIF act: -0.2; AI-2 QS mod: 17; HSF1 inhib: 2; HSP90 inh: 1; aSyn UTR inh: 33; KLF5 inh: -34; IEC-6 cytotox: 2; HSF1 activator: -9; Platelet DG rel: -1

What do the screens show for `CC(=O)NCCc1ccc(O)cc1`?
HDAC3 inhib: inconclusive; HIF act: 0.0; AI-2 QS mod: 4; HSF1 inhib: 1; aSyn UTR inh: 8; HSF1 activator: 3; Platelet DG rel: -2

Results for C/C(=N\NC(=O)c1cccc([N+](=O)[O-])c1)c1ccco1 ?
HDAC3 inhib: 5; HIF act: -0.2; AI-2 QS mod: 48; HSF1 inhib: -21; HSP90 inh: 6; aSyn UTR inh: 18; KLF5 inh: -12; IEC-6 cytotox: 0; HSF1 activator: -29; Platelet DG rel: 6

What do the screens show for `CS(=O)(=O)c1ccc2c(c1)SC1=NC(=O)/C(=C/c3ccco3)C(=N)N12`?
HDAC3 inhib: 4; HIF act: 0.2; AI-2 QS mod: 2; HSF1 inhib: 22; HSP90 inh: 10; aSyn UTR inh: -47; KLF5 inh: 2; IEC-6 cytotox: -14; HSF1 activator: 24; Platelet DG rel: -15

Results for O=C(COC(=O)c1ccc(Br)cc1)NCc1ccc(F)cc1 ?
HDAC3 inhib: 3; HIF act: -0.2; AI-2 QS mod: 12; HSF1 inhib: -7; HSP90 inh: 0; aSyn UTR inh: -8; KLF5 inh: -29; IEC-6 cytotox: -3; HSF1 activator: -5; Platelet DG rel: 3

What do the screens show for `O=C(NC1CCN(C(=O)Nc2cccc(F)c2)CC1)C1CCCCC1`?
HDAC3 inhib: -1; HIF act: -0.2; AI-2 QS mod: 16; HSF1 inhib: 4; HSP90 inh: 2; aSyn UTR inh: 21; KLF5 inh: -17; IEC-6 cytotox: -6; HSF1 activator: 30; Platelet DG rel: 4

Results for CC(C)CCOCC1CC2(CC(C)(c3csc(N)n3)OC2=O)C(=O)O1 (stereo unspecified) ?
HDAC3 inhib: 1; HIF act: 0.3; AI-2 QS mod: 16; HSF1 inhib: -2; HSP90 inh: 5; aSyn UTR inh: -2; KLF5 inh: -2; IEC-6 cytotox: 5; HSF1 activator: -9; Platelet DG rel: -4

Results for Cc1cc(C(=O)NNC(=O)c2ccc(C(F)(F)F)cc2)no1 ?
HDAC3 inhib: 7; HIF act: 0.1; AI-2 QS mod: inconclusive; HSF1 inhib: -2; HSP90 inh: 0; aSyn UTR inh: -7; KLF5 inh: -12; IEC-6 cytotox: -2; HSF1 activator: -8; Platelet DG rel: 6

How did CC(Sc1n[nH]c(N)n1)C(=O)Nc1cccc(S(=O)(=O)N2CCOCC2)c1 (stereo unspecified) do in these assays?
HDAC3 inhib: -1; HIF act: -0.2; AI-2 QS mod: 15; HSF1 inhib: -6; HSP90 inh: -2; aSyn UTR inh: -1; KLF5 inh: -32; IEC-6 cytotox: -7; HSF1 activator: -4; Platelet DG rel: 11

Results for COCCN1C=C(C(=O)OC)C(c2cc3c(cc2Br)OCO3)C(C(=O)OC)=C1 ?
HDAC3 inhib: -1; HIF act: -0.1; AI-2 QS mod: 2; HSF1 inhib: 2; HSP90 inh: 1; aSyn UTR inh: 13; KLF5 inh: -31; IEC-6 cytotox: -6; HSF1 activator: -14; Platelet DG rel: 5

Results for CCCCNc1ncnc2sc3c(c12)CCN(CCC)C3 ?
HDAC3 inhib: -18; HIF act: -0.4; AI-2 QS mod: -9; HSF1 inhib: 10; HSP90 inh: 0; aSyn UTR inh: 5; KLF5 inh: -10; IEC-6 cytotox: 3; HSF1 activator: -19; Platelet DG rel: 6

How did CCOC(=O)N1CCN(c2cc(C)c([N+](=O)[O-])cc2F)CC1 do in these assays?
HDAC3 inhib: -2; HIF act: 0.0; AI-2 QS mod: 27; HSF1 inhib: 1; HSP90 inh: -3; aSyn UTR inh: 5; KLF5 inh: -19; IEC-6 cytotox: -5; HSF1 activator: 10; Platelet DG rel: -5

What do the screens show for `C=CCN1C(=O)/C(=C\c2ccc(Oc3nc(N4CCOCC4)nc(N4CCOCC4)n3)c(OC)c2)SC1=S`?
HDAC3 inhib: -2; HIF act: -0.6; AI-2 QS mod: 6; HSF1 inhib: -6; HSP90 inh: 39*; aSyn UTR inh: 2; KLF5 inh: 21; IEC-6 cytotox: 4; HSF1 activator: -9; Platelet DG rel: -5

What do the screens show for `COc1cccc(C(=O)NC(=S)Nc2ccc(N3CCCC3)cc2)c1`?
HDAC3 inhib: 11; HIF act: 1.8; AI-2 QS mod: 12; HSF1 inhib: 3; HSP90 inh: 1; aSyn UTR inh: -35; KLF5 inh: 9; IEC-6 cytotox: 0; HSF1 activator: 0; Platelet DG rel: 3

What do the screens show for `S=C(Nc1ccccc1Oc1ccccc1)NC1CCCC1`?
HDAC3 inhib: 1; HIF act: -1.2; AI-2 QS mod: 0; HSF1 inhib: 19; HSP90 inh: 0; aSyn UTR inh: -9; KLF5 inh: 0; IEC-6 cytotox: 5; HSF1 activator: 19; Platelet DG rel: 9

Results for CC(C)=CC(=O)N1CCCC(N2CCN(c3ccccc3C)CC2)C1 (stereo unspecified) ?
HDAC3 inhib: 3; HIF act: 1.2; AI-2 QS mod: 6; HSF1 inhib: -1; HSP90 inh: 0; aSyn UTR inh: 6; KLF5 inh: -26; IEC-6 cytotox: -4; HSF1 activator: 7; Platelet DG rel: 1

How did S=C(Nc1ccccc1)NC1CCN(Cc2ccccc2)CC1 do in these assays?
HDAC3 inhib: -1; HIF act: 0.1; AI-2 QS mod: 1; HSF1 inhib: 4; HSP90 inh: -1; aSyn UTR inh: -20; KLF5 inh: -19; IEC-6 cytotox: -9; HSF1 activator: 3; Platelet DG rel: 0

What do the screens show for `c1nc(N2CCN(Cc3ccc4c(c3)OCO4)CC2)c2[nH]cnc2n1`?
HDAC3 inhib: -5; HIF act: -0.1; AI-2 QS mod: 5; HSF1 inhib: -3; HSP90 inh: 0; aSyn UTR inh: -1; KLF5 inh: -7; IEC-6 cytotox: -4; HSF1 activator: 11; Platelet DG rel: -20

Results for CC(=O)NC1(C(F)(F)F)NC(=O)N(CCc2ccccc2)C1=O (stereo unspecified) ?
HDAC3 inhib: -1; HIF act: 2.5; AI-2 QS mod: 12; HSF1 inhib: -3; HSP90 inh: 4; aSyn UTR inh: 1; KLF5 inh: 4; IEC-6 cytotox: 2; HSF1 activator: -10; Platelet DG rel: 3

What do the screens show for `Cc1ccc2[nH]c(=O)c(C(c3nnnn3CC3CCCO3)N3CCc4ccccc4C3)cc2c1` (stereo unspecified)?
HDAC3 inhib: -14; HIF act: 0.0; AI-2 QS mod: 5; HSF1 inhib: 4; HSP90 inh: -1; aSyn UTR inh: 6; KLF5 inh: -17; IEC-6 cytotox: -3; HSF1 activator: -2; Platelet DG rel: 8

How did Cc1nonc1CC(=O)N1CCCC(C(=O)c2ccc(Cl)cc2)C1 (stereo unspecified) do in these assays?
HDAC3 inhib: -3; HIF act: 0.2; AI-2 QS mod: 27; HSF1 inhib: 1; HSP90 inh: 4; aSyn UTR inh: -3; KLF5 inh: -29; IEC-6 cytotox: 0; HSF1 activator: -4; Platelet DG rel: 1

How did CC1CN(Cc2cc(=O)n3ccsc3n2)CC(C)O1 (stereo unspecified) do in these assays?
HDAC3 inhib: inconclusive; HIF act: -0.5; AI-2 QS mod: 15; HSF1 inhib: 4; HSP90 inh: -2; aSyn UTR inh: 3; KLF5 inh: 13; IEC-6 cytotox: -9; HSF1 activator: -9; Platelet DG rel: 0

How did COc1ccc(C2(C(=O)Nc3nncs3)CCCC2)cc1 do in these assays?
HDAC3 inhib: -2; HIF act: -0.1; AI-2 QS mod: 15; HSF1 inhib: -1; HSP90 inh: 13; aSyn UTR inh: -4; KLF5 inh: 9; IEC-6 cytotox: 1; HSF1 activator: -4; Platelet DG rel: 2

What do the screens show for `Cc1ccccc1NC(=S)N(Cc1ccccn1)Cc1ccccc1Cl`?
HDAC3 inhib: 6; HIF act: 0.3; AI-2 QS mod: 1; HSF1 inhib: -1; HSP90 inh: 2; aSyn UTR inh: 15; KLF5 inh: -5; IEC-6 cytotox: -2; HSF1 activator: -18; Platelet DG rel: -8

Results for CCCn1c(C2CCCN2c2nc(-c3cccc(Br)c3)cs2)nc2cc(Cl)c(Cl)cc21 (stereo unspecified) ?
HDAC3 inhib: 10; HIF act: -1.8; AI-2 QS mod: 13; HSF1 inhib: 2; HSP90 inh: 1; aSyn UTR inh: -46; KLF5 inh: -25; IEC-6 cytotox: -5; HSF1 activator: -5; Platelet DG rel: 0

What do the screens show for `O=[N+]([O-])c1ccc(NC(=S)NCc2ccc(F)cc2)cc1`?
HDAC3 inhib: 6; HIF act: -1.3; AI-2 QS mod: -64; HSF1 inhib: 8; HSP90 inh: -3; aSyn UTR inh: 1; KLF5 inh: 14; IEC-6 cytotox: -1; HSF1 activator: 12; Platelet DG rel: 7

Results for O=C(c1ccc(F)cc1F)N1CCC(N2CCC(C(=O)N3CCOCC3)CC2)CC1 ?
HDAC3 inhib: -2; HIF act: -0.6; AI-2 QS mod: -6; HSF1 inhib: 2; HSP90 inh: 2; aSyn UTR inh: 0; KLF5 inh: 1; IEC-6 cytotox: 4; HSF1 activator: -7; Platelet DG rel: -1
